# Screening data as filed in PubChem.
# 14-3-3 PPI = 14-3-3 gamma protein interaction modulation; inhibition, % at 40 µM; P61981; FP, 14-3-3gamma / TMR-pS259-Raf peptide binding; 160,000 tested, 0.19% active; in the data active means inhibition above about 30%;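 further: 0% = protein plus tracer without compound and 100% = blank with tracer alone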
# Target sequence (P61981 whole entry, looked up): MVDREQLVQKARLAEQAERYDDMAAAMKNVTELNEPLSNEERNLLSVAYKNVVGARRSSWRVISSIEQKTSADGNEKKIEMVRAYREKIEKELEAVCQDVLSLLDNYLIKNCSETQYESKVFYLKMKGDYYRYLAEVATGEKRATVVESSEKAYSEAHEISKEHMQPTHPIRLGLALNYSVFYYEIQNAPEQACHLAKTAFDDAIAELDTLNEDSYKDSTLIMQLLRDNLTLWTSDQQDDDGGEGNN
# Numbers without * were called inactive; & = joins results of further samples.
14-3-3 PPI	molecule
0	CCN(CC)CCSc1nc2ccc(OC)cc2[nH]1
3	CCOc1ccc(C(=O)c2ccc(OCC)c([N+](=O)[O-])c2)cc1[N+](=O)[O-]
-3	COc1ccc(OC)c(N(CC(=O)Nc2ccc(C)cc2C)S(=O)(=O)c2ccccc2)c1
-5	COc1ccc(CNC(=O)C2CSC(=O)C2)cc1 (centres undefined)
-148	CCOC(=O)c1ccc(NC2=CC(=O)C(=O)c3ccccc32)cc1
-2	COc1ccc(-n2nnc3c(=O)n(CC(=O)N4CCCC4)cnc32)cc1
-27	CCCCCn1c(C)c2c(OCC)cccc(=O)c2c1C
-3	CCOC(=O)c1cc2c(=O)n3ccccc3nc2n(Cc2ccco2)c1=NC(=O)c1ccccc1
-4	O=S(=O)(c1cccs1)N1CCN(S(=O)(=O)c2cccs2)CC1
0	Cc1nc2c(C(=O)O)cnn2c(C)c1Cc1ccccc1Br
-1	COc1ccccc1-n1nc(C(=O)Nc2ccc3c(c2)OCCO3)c2ccccc2c1=O
6	COc1cc(OC)cc(C(=O)N=c2sc3cccc(OC)c3n2C)c1
-3	Cc1cc(Br)cc(C=Cc2[nH]c(=O)[nH]c(=O)c2[N+](=O)[O-])c1O
-7	O=C(c1cccc2ccccc12)N1CCN(c2ccccc2F)CC1
-6	C=CCN(CC=C)Cc1c(C)[nH]c2ccc(Cl)cc2c1=O
-17	O=C(CSc1nnc(SCC(=O)c2ccco2)s1)c1ccco1
0	Cc1nn(S(=O)(=O)c2ccccc2)c(C)c1Sc1ccccc1
5	CCC(CO)NCC(O)Cn1c(C)c(C)c2ccccc21 (centres undefined)
8	CCCSc1nc2c([nH]c3ccccc32)c(=O)n1-c1cccc(Cl)c1
-3	Cn1c(=O)[nH]c(=O)c2c1nc1n2CCCN1CCc1ccccc1
-6	COC(=O)c1cnn2c(C(F)(F)F)cc(-c3ccc(F)cc3)nc12
-4	COc1ccc(C2N(C(=O)N3CCOCC3)CCN2S(=O)(=O)c2ccccc2)cc1 (centres undefined)
-4	CC(=O)c1ccc(NC(=NS(=O)(=O)c2ccc(Br)cc2)c2ccccc2)cc1
-4&-4	CN(C)C(=O)c1ccc(NC(=O)c2cncc(Br)c2)cc1
-1	CC(=O)N1c2ccccc2N=C(c2ccc(Cl)cc2)CC1c1ccc(Cl)cc1 (centres undefined)
-2	CCOC(=O)c1cc2c(=O)n3ccccc3nc2n(CCOC)c1=NC(=O)c1ccco1
-1	Cc1cc2nc(Cc3cccc(Cl)c3)c(=O)[nH]c2cc1C
-4	Cc1ccc(SCc2[nH]nc3c2C2(C(=O)N(C)c4ccccc42)C(C#N)=C(N)O3)cc1 (centres undefined)
-6	O=C(NC(c1ccccc1)c1c(O)ccc2ccccc12)c1ccccc1Cl (centres undefined)
-6	CCOC(=O)CSc1nc2cccnc2n1-c1ccc(F)cc1
-363	Cn1c(=O)c(-c2ccccc2N)nc2cc3ccccc3cc21
-14	C=CCOc1cccc(C2C(C(=O)c3ccc(C)o3)=C(O)C(=O)N2c2nccs2)c1 (centres undefined)
-75	Cc1ccc(C(=O)O)cc1-n1c(C)ccc1C
-5&-3	C=CCn1c(SCCCc2ccccc2)nc2c1c(=O)[nH]c(=O)n2C
-7	O=C(NC1CCCC1)C(Cc1ccc([N+](=O)[O-])cc1)N1C(=O)c2ccccc2C1=O (centres undefined)
3	COCCNC(=O)c1ccc(CS(=O)(=O)c2c(Cl)cccc2Cl)o1
-8	COc1ccc2nc(SCCO)nc(C)c2c1
-11	O=C1OC2(CCCCC2)OC(=O)C1=CNc1ccc2c(c1)OCO2
-86	CCn1c(C)cc(=S)c2ccccc21
1	Cc1ccc(S(=O)(=O)N2CCCC2C(=O)NCCc2nc3ccccc3[nH]2)cc1 (centres undefined)
-3	O=C(Nc1cccc(C(F)(F)F)c1)c1cccnc1N1CCN(CCO)CC1
-112	O=C(COC(=O)c1ccc2c(c1)C(=O)N(c1ccc(Br)cc1)C2=O)c1ccc(Br)cc1
-13	O=C(NC1CCCC1)c1cnn2c(C(F)(F)F)cc(-c3cccs3)nc12
9	COC(=O)c1ccc(NC(=O)c2ccc(OC)cc2)cc1
0	Cc1ccc(COc2ccc(C3C4=C(CC(C)(C)CC4=O)NC4=C3C(=O)CC(C)(C)C4)cc2)cc1
-5	COc1ccc(-n2nc(C(=O)NCC(=O)N3CCOCC3)c3ccccc3c2=O)cc1OC
-16&-196	N#CCSc1nc2ccc(N3CCCCC3)cc2c(=O)n1Cc1ccccc1
-7	COc1ccc(-n2ncc3c(NCc4ccco4)ncnc32)cc1
-1	COc1ccc(Cl)cc1S(=O)(=O)N1CCN(C(=O)c2ccc(F)cc2)CC1
1	CC(=O)c1cccc(N2C(=O)C3C4C=CC(C4)C3C2=O)c1 (centres undefined)
-7	COc1ccc(C2C(C(=O)c3ccco3)=C(O)C(=O)N2c2nnc(C)s2)cc1OC (centres undefined)
-8	CCOc1cc(C2Nc3ccc4ccccc4c3C3=C2C(=O)CC(C)(C)C3)ccc1OC(C)=O (centres undefined)
-14	COc1ccc(C(=O)Nc2cccc(Oc3ccc4c(c3)C(=O)N(c3ccc(OC)cc3)C4=O)c2)cc1
0	CC1(C(=O)NC2CCCCCCC2)CCC(=O)N1Cc1ccccc1 (centres undefined)
2	CCOC(=O)N1CCC(NC(=O)c2cc(C(=O)Nc3ccc(OCC)cc3)ccc2CO)CC1
-1	CC(=O)OCCN(CCOC(C)=O)c1c(C)[nH]c(=O)[nH]c1=O

# Next structures
14-3-3 PPI	molecule
2	CN1C[N+]([O-])=C(c2ccccc2)C1(C)C
-6	COc1ccc(COC(=O)C2=C(C)NC3=C(C(=O)CCC3)C2c2ccccc2C)cc1 (centres undefined)
3	CCOc1ccc(N2C(=O)CNC2=S)cc1
-1	CCOc1ccc(C(=O)Nc2ccc(-c3nc4ccccc4[nH]3)cc2)cc1
3	O=C(Cc1c(F)cccc1Cl)N1CCCC1
-8	CC1CCCCN1C(=O)C12CCC(C)(/C(=N/O)C1)C2(C)C (centres undefined)
0	O=C(NC(c1ccccc1)c1ccccc1)C(c1ccccc1)N1CCOCC1 (centres undefined)
-4	Cn1c(C(=O)NCCCN2CCCC2=O)cc2c(=O)n3ccccc3nc21
0	CCOc1ccccc1OCC(=O)OCC(=O)Nc1ncc(Cl)cc1Cl
-1	CCSc1sc(CC)cc1C1C(C(=O)Nc2ccc(C)cn2)=C(C)NC2=C1C(=O)CC(C)(C)C2 (centres undefined)
-3	COC(=O)c1c(-c2ccc(Br)cc2)csc1NC(=O)C1CCCCC1C(=O)O (centres undefined)
-6	C=C(C)Cn1c(SCCC(=O)OC)nc2sc3c(c2c1=O)CC(C)(C)OC3
-3	CCOC(=O)C(Cc1ccc([N+](=O)[O-])cc1)(Cc1ccc([N+](=O)[O-])cc1)C(N)=O
-1	O=C(NC1CCCCC1)c1cnn2c(C(F)(F)F)cc(-c3ccccc3)nc12
-15	Cc1noc(C)c1S(=O)(=O)NCc1ccccc1
-4	C=CCN(CC=C)C(=O)c1cc2c(n(-c3ccccc3)c1=O)CC(C)(C)CC2=O
-19	CC(C)Nc1ncnc2c1c(-c1ccccc1)cn2-c1ccccc1
-5	CC(=O)Nc1cc(C(=O)NCc2cccnc2)ccc1Sc1ccc(Cl)cc1
-4	O=C(Cc1c(O)c2ccccc2[nH]c1=O)NCc1cccc(F)c1
0	O=C(NCc1ccco1)C1CCN(S(=O)(=O)c2cccnc2)CC1
-1	Cc1nc([N+](=O)[O-])c(N2CCOCC2)n1Cc1ccccc1
-10	COc1ccc(-c2noc(CCC(=O)NCCc3cccc(C)c3)n2)cc1
-10	Cc1ccc(CCNC(=O)CCNS(=O)(=O)c2ccc3c(c2)oc(=O)n3C)cc1
-1	CCOc1ccc(NC(=O)C2C3C=CC4(O3)C2C(=O)N(C2CCCCC2)C4C(=O)NC2CCCCC2)cc1 (centres undefined)
2	CC(=O)C1=C(O)C(=O)NC1c1ccc([N+](=O)[O-])cc1 (centres undefined)
1	CCOCCOC(=O)c1cccc2c1-c1ccccc1C2=O
-12	CCOC(=O)c1sc2nc(C)n(Cc3ccc(Cl)cc3)c(=O)c2c1C
0	CC1=C(C(=O)Nc2ccc(C)cn2)C(c2ccccc2C(F)(F)F)C2=C(CCCC2=O)N1 (centres undefined)
-15	CSc1nc2ccccc2n1C1CCCCC1
-2	Cc1ccc(-n2cc3c(c2-c2ccccc2)c(=O)n(C)c(=O)n3C)c(C)c1
4	Cc1nc(C#N)c(NCc2ccco2)o1
-2	CCOC(=O)c1c(NC(=O)CSc2cn(CC)c3ccccc23)sc2c1CCCCC2
-11	CCC1Oc2ccc(Cl)cc2N(CC(=O)N(C)Cc2ccccc2)C1=O (centres undefined)
3	Cc1ccc(S(=O)(=O)C2(C(=O)Nc3ccc(C)c(Cl)c3)CC2)cc1
-10	Fc1ccc(-n2cnnn2)c(F)c1
-3	CS(=O)(=O)N(Cc1ccc(C(=O)NC2CCCCC2O)cc1)c1ccccc1 (centres undefined)
-27	CCCCn1c(NC(=O)c2ccc(F)cc2)c(C#N)c2nc3ccccc3nc21
-1	CC1=C(C(=O)Nc2ccccc2)C(c2ccc(OCc3ccccc3)cc2)NC(=S)N1 (centres undefined)
-5	CC(NC(=O)c1cccnc1)C(=O)N1CCCCC1 (centres undefined)
-12	OCCc1c[nH]c2ccc(OCc3ccccc3)cc12

# Of the compounds above, 6 have bromine:
14-3-3 PPI	molecule
0	Cc1nc2c(C(=O)O)cnn2c(C)c1Cc1ccccc1Br
-3	Cc1cc(Br)cc(C=Cc2[nH]c(=O)[nH]c(=O)c2[N+](=O)[O-])c1O
-4	CC(=O)c1ccc(NC(=NS(=O)(=O)c2ccc(Br)cc2)c2ccccc2)cc1
-4&-4	CN(C)C(=O)c1ccc(NC(=O)c2cncc(Br)c2)cc1
-112	O=C(COC(=O)c1ccc2c(c1)C(=O)N(c1ccc(Br)cc1)C2=O)c1ccc(Br)cc1
-3	COC(=O)c1c(-c2ccc(Br)cc2)csc1NC(=O)C1CCCCC1C(=O)O (centres undefined)

# Further results.
14-3-3 PPI	molecule
1	COc1ccc(CNC(=O)C2CC(=O)N(c3ccc(OCc4ccc(Cl)cc4)cc3)C2)cc1 (centres undefined)
12	CCN(CC)CCN1C(=O)C(=O)/C(=C(/O)c2ccc(F)cc2)C1c1cccnc1 (centres undefined)
5	CSC1=NCCN1C(=O)c1cccc(C)c1
-1	CCOC(=O)COc1ccc(CCNC(C)=O)cc1
4	CC1(C(=O)NC2CCCCCC2)CCC(=O)N1Cc1ccccc1Cl (centres undefined)
-2	O=[N+]([O-])c1ccc(C2Nc3ccc(Br)cc3C(c3ccccc3)O2)cc1 (centres undefined)
-1	CC(=O)c1cccc(N2COc3ccc(Cl)cc3C2)c1
-8	Cc1cccc(C)c1NC(=O)CSc1nnc(NC(=O)CN2CCOCC2)s1
1	O=[N+]([O-])c1ccc(C2=NCCO2)c(Cl)c1
6	COc1ccc(S(=O)(=O)N2CCN(C(=O)C3CCCCC3)CC2)cc1
-4	C=CCN(CC=C)C(=O)CN1C(=O)c2ccccc2C1=O
-8	CCCCn1nnnc1NCc1ccc(OC)c(OC)c1
-3	O=C(O)CCc1ccc(-c2cccs2)o1
-3	O=C(C1CCC(CNS(=O)(=O)c2ccc(Cl)cc2)CC1)N1CCOCC1 (centres undefined)
-7	CCOC(=O)c1c(CSc2ccc(Cl)cc2)n(C)c2cc(Br)c(O)cc12
1	c1ccc(CSc2nnnn2-c2cccc3ccccc23)nc1
-3	CNC(=O)OC(C)CNS(=O)(=O)c1ccc(C)cc1 (centres undefined)
-19	CC(=O)Nc1ccc2c(c1)C(=O)c1ccccc1C2=O
-1	COc1cccc(N2CCN(C(=O)CCCn3c(=O)[nH]c4ccc(Br)cc4c3=O)CC2)c1
-39	CN(C)Cc1c(O)ccc2cc(-c3nc4ccccc4s3)c(=O)oc12
2	O=C(Nc1ccccc1-c1nc2ccccc2[nH]1)c1ccc(-c2ccccc2)cc1
16	CCCCOC(=O)C(C)OC(=O)c1ccc(C)c(C)c1 (centres undefined)
-8	CC1CCN(CCNC(=O)c2ccc(NC(=O)C3CCCO3)cc2)CC1 (centres undefined)
-12	COc1ccc(OC)c(C(=O)COC(=O)c2ccccc2O)c1
-9	CCC(C)NC(=O)C1(C)CCC(=O)N1Cc1ccc2c(c1)OCO2 (centres undefined)
-3	O=C(CSc1nc2ccccc2o1)NC(=O)NCc1ccco1
3	CC(=O)NC(=O)c1cc2cc([N+](=O)[O-])ccc2oc1=Nc1ccccc1C
-14	O=C(CN1CCC(C(=O)c2ccc3c(c2)OCCO3)CC1)NC1CCCC1
8	CCCC(C)C(=O)N(Cc1ccccc1)c1ccccn1 (centres undefined)

# Ordered by molar mass (lowest first): some entries from above.
14-3-3 PPI	molecule
1	O=[N+]([O-])c1ccc(C2=NCCO2)c(Cl)c1
-19	CC(=O)Nc1ccc2c(c1)C(=O)c1ccccc1C2=O
16	CCCCOC(=O)C(C)OC(=O)c1ccc(C)c(C)c1 (centres undefined)
8	CCCC(C)C(=O)N(Cc1ccccc1)c1ccccn1 (centres undefined)
-3	CNC(=O)OC(C)CNS(=O)(=O)c1ccc(C)cc1 (centres undefined)
-8	CCCCn1nnnc1NCc1ccc(OC)c(OC)c1
-12	COc1ccc(OC)c(C(=O)COC(=O)c2ccccc2O)c1
1	c1ccc(CSc2nnnn2-c2cccc3ccccc23)nc1
-3	O=C(CSc1nc2ccccc2o1)NC(=O)NCc1ccco1
-9	CCC(C)NC(=O)C1(C)CCC(=O)N1Cc1ccc2c(c1)OCO2 (centres undefined)
-39	CN(C)Cc1c(O)ccc2cc(-c3nc4ccccc4s3)c(=O)oc12
-8	CC1CCN(CCNC(=O)c2ccc(NC(=O)C3CCCO3)cc2)CC1 (centres undefined)
3	CC(=O)NC(=O)c1cc2cc([N+](=O)[O-])ccc2oc1=Nc1ccccc1C
6	COc1ccc(S(=O)(=O)N2CCN(C(=O)C3CCCCC3)CC2)cc1
-14	O=C(CN1CCC(C(=O)c2ccc3c(c2)OCCO3)CC1)NC1CCCC1
2	O=C(Nc1ccccc1-c1nc2ccccc2[nH]1)c1ccc(-c2ccccc2)cc1
-3	O=C(C1CCC(CNS(=O)(=O)c2ccc(Cl)cc2)CC1)N1CCOCC1 (centres undefined)
-2	O=[N+]([O-])c1ccc(C2Nc3ccc(Br)cc3C(c3ccccc3)O2)cc1 (centres undefined)
-8	Cc1cccc(C)c1NC(=O)CSc1nnc(NC(=O)CN2CCOCC2)s1
-7	CCOC(=O)c1c(CSc2ccc(Cl)cc2)n(C)c2cc(Br)c(O)cc12
-1	COc1cccc(N2CCN(C(=O)CCCn3c(=O)[nH]c4ccc(Br)cc4c3=O)CC2)c1

# Only part of the results is shown; rates above refer to the full screens.
